# Screening data deposited in PubChem by Vanderbilt High Throughput Screening Facility.
# Cav3 T inh – human Cav3.2 channel inhibition, primary screen; 4% of 100,000 active; O95180; Cav3.2-expressing cells, Fluo-4 calcium fluorescence FDSS; active compounds read low; B-score at 10 µM;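 active = single-dose well whose peak fluorescence ratio is a statistical outlier from its plate by either plate-standardised score or position-corrected B-score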
# The depositor's hits bear a star; & = joins results of further samples.
SMILES	Cav3 T inh
Cc1cccc(C)c1N(CC(=O)Nc1cc(Cl)ccc1Oc1ccccc1)S(C)(=O)=O	-5.6*
CC(=O)Nc1ccc(OCC=C(Cl)Cl)cc1	0.0021
CC(=O)Nc1ccccc1-c1nc2ccccc2nc1OCC(=O)c1ccc(Br)cc1	-1.2
CCCCOc1ccc(OCCNS(=O)(=O)N(C)C)cc1	-1.9
CCOC(=O)/C(=C/c1c[nH]c2ccccc12)NC(C)=O	-0.82
COc1ccc(CN2C(=O)CCC2(C)C(=O)NC2CCCCC2)c(OC)c1 (stereo not given)	0.21
O=C(CCCn1c(=O)c2sccc2n(Cc2cc(=O)n3ccccc3n2)c1=O)NCc1ccco1	0.0059
CCOC(=O)c1sc2nccc(N(C)C)c2c1N=CN(C)C	0.34
Cc1nn(-c2ccc(C(F)(F)F)cn2)c(C)c1Oc1ccccc1O	-0.26
C#CCn1c(=NC(=O)c2ccc(Br)s2)sc2cccc(OC)c21	0.41
CC1CC1C(=O)Nc1nc(-c2ccccn2)cs1 (stereo not given)	0.23
CC1CC(C)(C)NC(=S)S1 (stereo not given)	-0.82
O=C(NCC(=O)N(c1ccccc1)C(C(=O)NC1CCCC1)c1ccncc1)c1ccco1 (stereo not given)	0.24
COc1ccc(S(=O)(=O)n2nc(OC(=O)c3cccs3)cc2NC(=O)c2cccs2)cc1	-0.051
Cc1ccc(S(=O)(=O)ON=C2CCN(S(=O)(=O)c3ccccc3)CC2)cc1	1
CCOc1cc2[nH]c(=O)n(Cc3ccccc3)c(=O)c2cc1OCC	1.2
CN1CCN(Cc2c(O)ccc3c2oc(=O)c2ccccc23)CC1	0.9
COc1ccc(N2C(=O)CSC23C(=O)N2CCCc4cccc3c42)cc1 (stereo not given)	-0.19
Cc1ccccc1C(=O)c1cccn1CC(=O)NCc1ccco1	-0.016
COc1ccccc1NC(=O)c1ccccc1NS(=O)(=O)N1CCCC1	0.072

# Taken from above.
# `Cc1ccc(S(=O)(=O)ON=C2CCN(S(=O)(=O)c3ccccc3)CC2)cc1` | Cav3 T inh: 1
# `CCOC(=O)/C(=C/c1c[nH]c2ccccc12)NC(C)=O` | Cav3 T inh: -0.82
# `Cc1ccccc1C(=O)c1cccn1CC(=O)NCc1ccco1` | Cav3 T inh: -0.016

# (listing goes on)
SMILES	Cav3 T inh
CCCCn1c(SCc2cc(=O)[nH]c3ccccc23)nc2c1c(=O)n(C)c(=O)n2C	1
Cc1csc2ncc(C(=O)NCCc3ccccc3)c(=O)n12	0.94
CC12CN(C(=O)c3ccccc3)C3(C#N)CC1CCC23C (stereo not given)	0.32
CCc1nc(SCC(=O)NCc2ccco2)c2c(=O)n(C)c(=O)n(C)c2n1	-0.19
O=C(OC1CCCCC1)c1ccc(NC(=O)C2CCCCC2)cc1	-0.94
COc1ccc(OC)c(S(=O)(=O)NCc2cn3c(C)csc3n2)c1	0.13
O=C(Nc1ccc(Cl)cc1)c1csc(-c2ccccc2)n1	-0.8
Cc1ccc2[nH]c3c(NCCN4CCOCC4)ncnc3c2c1	0.85
CN1CCCC(n2nc(Cc3ccc(Cl)cc3)c3ccccc3c2=O)CC1 (stereo not given)	-0.73
Cn1nc(-c2ccc(OCC(=O)Nc3cccnc3)cc2)c2ccccc2c1=O	1.1
CN1C=CC(=C2C(=O)c3ccccc3C2=O)C=C1	-0.046
CCN(CC)S(=O)(=O)c1cccc(-c2nnc(SC(C)C(=O)NCCC3=CCCCC3)o2)c1 (stereo not given)	-2.9*
COc1cccc(-c2noc(C3CCCN(C(=O)Cc4ccccc4)C3)n2)c1 (stereo not given)	0.018
O=C(NCC1COc2ccccc2O1)c1ccc(NC(=O)C2CCCO2)cc1 (stereo not given)	0.46
Cn1c(CSCc2ccc(F)cc2)nnc1SCC(=O)N1CCN(c2ccccc2)CC1	-1.9
CC(C)=C1C2CCC1C1C(=O)N(c3nc(-c4ccc(C(C)C)cc4)c(C)s3)C(=O)C21 (stereo not given)	-2
CCNC(=O)COn1c(SCC(=O)NCC)nc2ccccc2c1=O	1.2
C=CCN(CC=C)C(=S)Nc1ccccc1	-0.079
CC(C)c1nc(-c2c(N)n(C)c(=O)n(C)c2=O)sc1C(=O)C(C)(C)C	0.014
Cc1nc2ncnn2c(C)c1CCC(=O)NCCC1=CCCCC1	0.93
FC(F)(F)c1cc(C(F)(F)F)c2ccc(N3CCN(c4ccc(Cl)cc4)CC3)nc2n1	-7*
O=C(c1ccc2nc(-c3ccco3)c(-c3ccco3)nc2c1)N1CCN(c2ncccn2)CC1	-2.6
COc1ccc(C2(C(=O)NCC3CCCO3)CCOCC2)cc1 (stereo not given)	0.89
C=CCn1c(SCc2c(C)noc2C)nc2sc(C)c(C)c2c1=O	-3.3
CC(=O)N1c2c(cc(Br)cc2S(=O)(=O)NCC2COc3ccccc3O2)CC1C (stereo not given)	-0.13
O=C(NC(NNc1ccc([N+](=O)[O-])cc1)(C(F)(F)F)C(F)(F)F)c1ccc(Cl)cc1	0.8
O=C(Nc1ccccc1)Nc1ccccc1C(=O)NCc1ccco1	-0.22
CC(C)=CC(=O)Nc1ccc(Br)cc1	-0.61
CCN(CC)CC(C)OC(=O)COc1ccc(OC)cc1 (stereo not given)	-0.13
Clc1cccc(/C=N/Nc2nc(Cl)nc3ccccc23)c1	-1.5
CCOC(=O)CSc1nc2sc3c(c2c(=O)[nH]1)CC(C)(CC)OC3 (stereo not given)	-0.9
COc1ncccc1-c1nnn(-c2ccccc2)n1	0.035
O=[n+]1c2c(n([O-])c3cc(Br)ccc31)CCC2	0.75
CC(C(=O)NC1CCCC1)N(C(=O)c1ccc(-c2ccccc2)[nH]1)c1ccccc1F (stereo not given)	-6*
CC1(OC(=O)c2cccs2)C(=O)C=C2C=C(c3ccsc3)OC=C2C1=O (stereo not given)	-0.083
Cc1nnc(NCc2ccco2)c2ccccc12	0.033
CCCOc1ccc(/C(O)=C2/C(=O)C(=O)N(CCN(C)C)C2c2ccc(O)c(OC)c2)cc1 (stereo not given)	0.86
COC(=O)c1cn(-c2ccccc2)nc1-c1cccnc1	-0.56
CSc1nc(=NC(C)=O)ss1	-0.038
COc1ccc2cc(CN(Cc3cccs3)Cc3nnnn3Cc3ccccc3)c(=O)[nH]c2c1	-1.8
CC(C)(C)c1nc(S(=O)(=O)c2ccc(Cl)cc2)c(N2CCOCC2)o1	-0.47
CC(=O)c1sc(N)c(C(=O)OC(C)C)c1C	-0.067
Cc1nc2ccc(S(=O)(=O)NCC(=O)N3CCN(c4ccccn4)CC3)cc2s1	0.033
Cc1oc(-c2cccc(Cl)c2)nc1CN1CCCC(C(=O)NCc2ccco2)C1 (stereo not given)	-1.5
O=C(CS(=O)(=O)Cc1ccccc1)Nc1ccc(Cl)cn1	0.12
Cc1c(N(C)C)nc2ccccc2c1N	1.6
Clc1ccc(-c2nnc(CSc3nnc(-c4cccs4)o3)o2)cc1	-0.073
COc1ccc2ccc3c(c2c1)N=CC1(O3)N(C)c2ccccc2C1(C)C (stereo not given)	-0.21
COc1ccc(-c2nc(C#N)c(NCCc3ccccc3)o2)cc1OC	-1.9
COc1cc(S(=O)(=O)N(Cc2ccco2)C2CCCC2)ccc1-n1cnnn1	-1.3
Cc1cccc(C2CC(c3ccccc3)Nc3nc(N)nn32)c1 (stereo not given)	0.42
COc1ccc(-c2cc(C(F)(F)F)nc(SCC(=O)Nc3sc4c(c3C#N)CCC4)n2)cc1	-2.3
O=C(COc1ccccc1Cl)Nc1ccc2c(c1)OCCO2	-1.4
O=C(NCC(=O)N(c1ccccc1)C(C(=O)NC1CCCC1)c1cccnc1)c1cccs1 (stereo not given)	1.1
Cn1cc(Cl)c(C(=O)Nc2nc3ccccc3s2)n1	0.0071
C=CCN(C(=O)CNS(=O)(=O)c1ccccc1)C(C(=O)NCCOC)c1ccncc1 (stereo not given)	0.13
COc1cc(C(C(=O)NC(C)(C)C)N(C(=O)CNC(=O)c2cccs2)c2ccc(C(C)C)cc2)cc(OC)c1OC (stereo not given)	-0.61
Brc1ccc(NCc2cccc3ccccc23)nc1	-0.38
COc1cccc(-n2nnc3c(=O)n(CC(=O)Nc4ccccc4C)cnc32)c1	0.056
Cc1ccc(-c2onc3ccc(C4(C)OCCO4)cc23)cc1	0.56

# Following part.
SMILES	Cav3 T inh
CCOC(=O)c1coc(CNC(=O)c2c(C)oc3c2CCCC3)c1	-1
CS(=O)(=O)N(Cc1ccccc1)c1ccc(C(=O)N2CCN(c3cccc(Cl)c3)CC2)cc1	-3.2
O=c1[nH]c2sc3c(c2c(=O)n1Cc1ccccc1)CCC3	0.45
O=C(O)CCNc1nc(-c2ccccc2)nc2ccccc12	1.1
COc1ccc(CCNC(=O)CNS(=O)(=O)c2ccc(Br)s2)cc1OC	-0.022
O=C(c1cc2c(s1)CCC2)N1C(=O)c2ccccc2S1(=O)=O	-0.069
COCCNC(=O)c1ccccc1NS(=O)(=O)c1ccc(Br)s1	-2.3
CCOC(=O)C1=C(C)N(Cc2ccccc2)C(=O)NC1c1ccccc1OS(=O)(=O)c1ccccc1[N+](=O)[O-] (stereo not given)	-0.52
Cc1ccc(S(=O)(=O)N2CCC(C(=O)NCC3CCCO3)CC2)cc1 (stereo not given)	0.076
O=C(c1ccc(Cl)cc1)c1cnc2ccccn12	0.25
CC(SC1=NCCS1)C(=O)Nc1nnc(-c2ccc(Cl)cc2)s1 (stereo not given)	-1.8
CCOC(=O)C1CCCN(C(=O)c2cncc(Br)c2)C1 (stereo not given)	-0.016
COc1ccccc1NC(=S)N1CCN(C(=O)c2ccco2)CC1	0.63
Cc1ccccc1NC(=O)CSc1nnc(Cc2ccccc2)o1	0.22
COc1ccc(-c2oc3ncnc(N)c3c2-c2ccccc2)cc1	0.82
COCCCNC(=O)c1ccc(Cn2c(=O)c3ccccc3n(Cc3ccccc3C)c2=O)cc1	0.029
C=CCSc1nnc2c(n1)OC(c1cccnc1)N(C(C)=O)c1ccccc1-2 (stereo not given)	0.92
O=C(CSc1ncn[nH]1)NCc1ccccc1	0.48
CCOC(=O)C(NC(=O)OC(C)C)(Nc1nccs1)C(F)(F)F (stereo not given)	0.019
CCOC(=O)CSC1=Nc2ccccc2C2=NC(CC(=O)NCc3ccc(OC)cc3)C(=O)N12 (stereo not given)	0.43
Cc1cc(C)nc(NCC(O)CNc2ccccc2C)n1 (stereo not given)	-0.03
Cc1ccc(S(=O)(=O)N(C)CC(=O)N2CCOCC2)cc1	1.2
Cc1cc(C)c(S(=O)(=O)c2ccccc2)c(Cl)n1	0.73
O=C(COC(=O)Cn1cnc2ccccc21)Nc1ccc2c(c1)OCCO2	-0.39
O=C(Cn1ccc([N+](=O)[O-])n1)N1CCCc2ccccc21	0.21
CCn1c(CNC(=O)c2ccc(OC)c(OC)c2)nnc1SCC(=O)c1ccc(OC)cc1	1.2
Cc1ccc(S(=O)(=O)Cn2nnnc2C(CC(C)C)N2CCN(c3ccccc3)CC2)cc1 (stereo not given)	-0.76
Nc1ncnc2c1ncn2CCNCCc1ccccc1	-0.11
COc1ccc(N=Cc2c(O)[nH]c3ccccc23)cc1	0.75
CCOc1nc(C)ccc1-c1noc(-c2ccco2)n1	-0.014
Cn1c(N)c(C(=O)COC(=O)CCCc2c[nH]c3ccccc23)c(=O)n(C)c1=O	-0.094
CN1CC2(Cc3c1ccc1ccccc31)C(=O)OC(C)(C)OC2=O	1.1
Cc1cc(NCc2ccccc2)nc(-c2ccccc2O)n1	-0.81
O=C(CSC1=NCCS1)N1CCCCCC1	0.47
CS(=O)c1ccccc1COC(=O)Nc1cccc(Cl)c1 (stereo not given)	-0.34
CCOC(=O)CCCNC(=O)CN1C(=O)NC2(CCCCCC2)C1=O	0.98
O=C(NCc1ccccn1)C1CCCN(S(=O)(=O)c2ccccc2)C1 (stereo not given)	0.49
CC1=C(C#N)C(c2ccc3ncccc3c2)C(C#N)=C(C)N1	0.37
CCCCN(CCCC)CCNC(=O)CNC(=O)c1cccs1	0.053
COc1cc(C2C3CN(C)CC=C3C(C#N)=C(N)C2(C#N)C#N)ccc1OC(C)C (stereo not given)	0.25

# Six compounds from above, ordered by length of the SMILES, rising:
SMILES	Cav3 T inh
Nc1ncnc2c1ncn2CCNCCc1ccccc1	-0.11
CCCCN(CCCC)CCNC(=O)CNC(=O)c1cccs1	0.053
O=C(Cn1ccc([N+](=O)[O-])n1)N1CCCc2ccccc21	0.21
O=C(NCc1ccccn1)C1CCCN(S(=O)(=O)c2ccccc2)C1 (stereo not given)	0.49
O=C(COC(=O)Cn1cnc2ccccc21)Nc1ccc2c(c1)OCCO2	-0.39
Cc1ccc(S(=O)(=O)Cn2nnnc2C(CC(C)C)N2CCN(c3ccccc3)CC2)cc1 (stereo not given)	-0.76

# The list continues:
SMILES	Cav3 T inh
COc1ccc(C)cc1NC(=O)NCCC1=CCCCC1	-0.74
Cc1ccc(C(=O)SC2=NCCS2)cc1	1.4
COc1ccc(/C=C2\SC(=S)N(NC(=O)c3csc4c3CCCC4)C2=O)cc1	-1.5
C1CCc2nnc(-c3nnc4n3CCCCC4)n2CC1	0.42
Cc1ccc(-n2c(O)c(/C=N/n3cnnc3)c3ccccc3c2=O)cc1	-0.18&0.38
CCC1C(=O)N=C(SCC(=O)Nc2cccc3ccccc23)NC1=O (stereo not given)	-1.3
CC(=O)c1ccc(NC(=O)Cn2nc(C)cc2C)cc1	-0.14
CCOC(=O)Cn1c(-c2ccccc2)nc2ccccc2c1=O	-1.7
Cc1[nH]c2ccccc2c1-c1nc2ccccc2[nH]1	-0.072
CCCCC(c1nnnn1CCOC)N1CCN(C)CC1 (stereo not given)	1.2
Cc1ccc(C(O)CN2C3=NCCN3c3ccccc32)cc1 (stereo not given)	0.3

# Not all compounds are listed. The share of hits here may be higher or lower than overall.
